NPYLR7 agonist: mosquito NPYLR7 agonism. 0.15% of 270,000 active. HEK293T NPYLR7/Galpha15, GCaMP6s calcium fluorescence. AID 1259423. activation, % at 10 µM; in the data active means activation above about 40%;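 further: 0% = vehicle and 100% = reference agonist at the receptor; some compounds past the cut are filed as inactive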
mcGAS inh: inhibitors of mouse cGAS; inhibition, % at 12.5 µM; recombinant cGAS, Kinase-Glo ATP depletion luminescence; 0.15% of 160,000 active;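 further: 0% = negative control wells and 100% = reference inhibitor with no enzyme activity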
hcGAS lum: blocks human cGAS activity. recombinant h-cGAS, ATP depletion, Kinase-Glo luminescence. Q8N884. inhibition, % at 12.5 µM. 0.081% of 290,000 active;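 further: 0% = vehicle reaction and 100% = reaction without DNA for no activity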
Target sequence (Q8N884 whole entry, looked up): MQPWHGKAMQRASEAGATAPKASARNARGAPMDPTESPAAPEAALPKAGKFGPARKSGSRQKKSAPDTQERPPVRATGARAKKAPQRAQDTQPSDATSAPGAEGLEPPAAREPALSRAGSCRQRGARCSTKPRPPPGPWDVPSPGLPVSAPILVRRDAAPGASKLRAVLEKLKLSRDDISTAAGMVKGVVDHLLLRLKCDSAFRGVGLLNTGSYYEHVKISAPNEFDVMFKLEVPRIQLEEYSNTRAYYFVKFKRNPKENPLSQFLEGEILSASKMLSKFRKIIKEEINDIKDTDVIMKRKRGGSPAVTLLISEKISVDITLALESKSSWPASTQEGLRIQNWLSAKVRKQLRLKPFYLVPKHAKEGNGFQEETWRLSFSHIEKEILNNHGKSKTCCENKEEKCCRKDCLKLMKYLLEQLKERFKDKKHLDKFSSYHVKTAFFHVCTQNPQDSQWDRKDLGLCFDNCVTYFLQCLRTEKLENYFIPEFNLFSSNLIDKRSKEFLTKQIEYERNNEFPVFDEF
An asterisk follows results filed as active; . = no result given. Unless noted, no stated cut-off is given here; in the data, active means inhibition above about 40%; inactive means the rest.

Below each SMILES: NPYLR7 agonist, mcGAS inh, hcGAS lum
COc1ccc(-c2nc3scc(CCNS(=O)(=O)c4cc(C)ccc4OC)n3n2)cc1
 : 1, -9, -7
CCOC(=O)c1cnc(-c2ccc(C(F)(F)F)cc2)nc1NCCc1ccncc1
 : 21, -5, -7
CC(C)C(CO)NC(=O)c1ccc2c(c1)C(=O)N(c1ccc(Cn3cncn3)cc1)C2=O (stereo not given)
 : 14, ., -6
CC(C)c1nc(CN(C)c2cc(N3CCOCC3)nc(N)n2)cs1
 : -6, ., -4
CN1CCC(NC(=S)N(Cc2ccc(Cl)c(Cl)c2)C2CC2)CC1
 : 2, -8, -4
O=C1NC(=O)C(=Cc2ccc(-c3cccc([N+](=O)[O-])c3)o2)C(=O)N1
 : -3, 0, 3
C=CCN(Cc1ccccc1OC)C(=O)c1ccc2n[nH]nc2c1
 : 12, ., -3
O=C1CC(c2nc3ccccc3n2Cc2ccccc2)CN1Cc1ccccc1 (stereo not given)
 : -3, 2, -2
CCCNC(=O)CS(=O)Cc1nc(-c2ccc(Cl)cc2)no1 (stereo not given)
 : 7, ., -5
CC1CN(C)CCN1C(=O)c1ccnc(Oc2ccccc2)c1 (stereo not given)
 : 5, ., -9
CC(Oc1ccc(C#N)cc1)C(=O)NC(c1cccc(F)c1)c1nccn1C (stereo not given)
 : -1, -4, -1
Cc1ccc2sc(N(CCCn3ccnc3)C(=O)c3ccc4c(c3)OCCO4)nc2c1C
 : -4, -6, -1
CCCC(CCC)C(=O)Nc1cc(-c2cn3nc(OC)ccc3n2)ccc1OC
 : -9, -8, -6
O=C(NC1CCN(c2ccccc2C(=O)N2CCN(c3ccc(Cl)cc3)CC2)CC1)c1cccs1
 : -1, ., -6
CON(S(=O)(=O)c1ccccc1)S(=O)(=O)c1ccccc1
 : 0, ., 3
CCOc1ccc(C(=O)Nc2c(N)nc(SC(C)C(=O)O)[nH]c2=O)cc1 (stereo not given)
 : -2, -7, 1
COc1ccc(C(=O)N2CCCC(CO)(CCOc3ccccc3)C2)c(OC)n1 (stereo not given)
 : 1, ., 4
COC(=O)c1ccc(C(=O)OC)c(NCc2cc(=O)oc3cc(-c4ccccc4)c(O)cc23)c1
 : 2, -9, -3
O=c1c2nnn(-c3cccc(Cl)c3)c2ncn1C/C=C/c1ccccc1
 : 7, ., -2
CC1(C)C2([N+](=O)[O-])CN3CC1([N+](=O)[O-])CN(C2)C3c1ccccc1F (stereo not given)
 : 8, ., -7
CCOC(=O)c1nc2cc(C)c(C)cc2nc1N1CCN(S(=O)(=O)c2ccccc2C#N)CC1
 : 5, -7, -3
COc1ccc(OC)c(C2NC(=O)N(C)C3=C2C(=O)N(Cc2cccc(C(F)(F)F)c2)C3)c1 (stereo not given)
 : 2, -6, -4
Cc1cccc(-n2nc(C(C)(C)C)cc2NC(=O)CN(CCC(C)C)C(=O)NC23CC4CC(CC(C4)C2)C3)c1
 : ., -5, -2
CC(C)NC(=O)C(C#N)=Cc1ccccc1Br
 : 4, -5, 0
O=C(C1CCOC1)N1CCN(C23CC4CC(CC(C4)C2)C3)CC1 (stereo not given)
 : 0, ., 1
CNS(=O)(=O)c1cc(Br)ccc1OC
 : 3, ., 1
CSc1nncc(-c2ccc(F)cc2)n1
 : 0, ., 6
Cc1ccc(-c2onc3c2CCCC3)cc1NC(=O)/C=C/c1ccc(OC(F)(F)F)cc1
 : 24, -3, -3
CCOC(=O)c1ccc(NC(=O)CSc2nccn3nc(-c4cccc5ccccc45)cc23)cc1
 : -4, 0, -1
O=C(CCC1CCCC1)Nc1c(-c2ccc(Cl)cc2)nc2ccccn12
 : -4, -8, -8

Complete entries as entered above. Screens in order: NPYLR7 agonist | mcGAS inh | hcGAS lum
CCOC(=O)c1nc2cc(C)c(C)cc2nc1N1CCN(S(=O)(=O)c2ccccc2C#N)CC1 across the screens: 5 | -7 | -3
CON(S(=O)(=O)c1ccccc1)S(=O)(=O)c1ccccc1 across the screens: 0 | . | 3

The listing continues.
Below each SMILES: NPYLR7 agonist, mcGAS inh, hcGAS lum
Cc1ccc(-c2nc(NC(=O)c3cccc(S(C)(=O)=O)c3)n[nH]2)cc1
 : -3, ., 2
COc1ccc(N(C(C)=O)c2nc(C=C3N=C(c4ccc(F)cc4)OC3=O)cs2)cc1
 : 4, ., -10
COc1ccc(CNC(=O)C(=O)NCC2OCCCN2S(=O)(=O)c2cc(C)ccc2C)cc1 (stereo not given)
 : 8, ., -5
CC(C)[C@H]1CC[C@H](C)C[C@@H]1OCC(=O)N1CCN(C(=O)c2cc(-c3ccccc3)nc3ccccc23)CC1
 : -9, ., -3
CCN1CCN(C(=O)c2c(C)nn(-c3ccccc3Cl)c2C(C)C)CC1
 : 24, -4, -4
Cc1cc(C)c2c(c1C(=O)NCCCOc1cccc([N+](=O)[O-])c1)CC(C)(C)C2=O
 : -8, ., 0
CCn1c(C2CCN(C(=O)Cn3nc4ccccc4n3)CC2)nn(C)c1=O
 : 15, ., -5
O=C(O)CCCn1cc(NC(=O)c2ccc(Br)o2)cn1
 : 3, ., 4
CCC(=O)Nc1nc(-c2ccc(Cl)cc2)cs1
 : 0, ., -1
COc1ccc(C(=O)N2CC(=O)N(C3Cc4ccccc4C3)CC(O)C2)cc1OC (stereo not given)
 : 1, -3, -3
Cc1nn(C2CCCCC2)c2c1C(c1nc[nH]c1C)CC(=O)N2 (stereo not given)
 : ., -1, 1
Cc1cc(C)cc(N2CCCn3c2nc2c3c(=O)n(CCN3CCCCC3)c(=O)n2C)c1
 : 21, ., -12
Cc1ccc(C)c(Cn2ccn3nc(-c4ccc(C)c(C)c4)cc3c2=O)c1
 : -2, -9, -4
O=C(CCCl)N1CCN(c2ncnc3c2nnn3Cc2ccccc2)CC1
 : -4, -9, -6
CCN(CC)C(=O)c1cnc2nc(C)ccc2c1Nc1cc(C)ccc1OC
 : -7, -2, -1
COCCn1ccnc1C1CC(=O)Nc2cc(O)c(C)cc21 (stereo not given)
 : 4, -18, -3
Cc1cc(C)c(C)c(S(=O)(=O)N2c3ccccc3CC2C)c1C (stereo not given)
 : -17, ., 5
Cc1ccc2[nH]c(O)c(N=Nc3ccc([N+](=O)[O-])cc3[N+](=O)[O-])c2c1Br
 : 16, -5, -3
O=C(N[C@H](CO)Cc1ccccc1)C1CC=CCC1C(=O)N1CCc2ccccc2C1 (stereo not given in full)
 : 7, 3, 5
CC(=O)NC1CCN(C(=O)c2ccc(OC(CCN(C)C)c3ccc(-c4ccccc4)cc3)cc2)C1 (stereo not given)
 : 0, ., -1
Cc1cc(C)c(C)c(S(=O)(=O)N2CCN(C(=O)c3ccc(-n4cncn4)cc3)CC2)c1C
 : 6, ., -7
O=C(NNC(=O)C1COc2ccccc2O1)c1ccc2ccccc2n1 (stereo not given)
 : -1, -4, -8
CSC1CCCC(NC(=O)c2ccc(NC(C)=O)cc2)C1 (stereo not given)
 : 6, ., -7
Cc1ccc(C)c(COc2cccn3c(CCN4C(=O)[C@H]5CC=CC[C@H]5C4=O)cnc23)c1
 : -13, ., -4
CCONC(=O)Cc1csc(NC(=O)CN(C(=O)c2ccc(Cl)cc2)C(C)C)n1
 : -6, -6, -7
CCc1nc2n(n1)C(=O)C(C(c1cccs1)N1CCN(C)CC1)S2 (stereo not given)
 : -5, -8, -5
Cc1cc2nc(-c3cccs3)cc(C(=O)NCc3ccco3)c2cc1C
 : 1, 5, 2
CCN1C(=S)NC(c2ccc(NS(=O)(=O)c3ccccc3)cc2)C(C(=O)OCC(C)C)=C1C (stereo not given)
 : 6, -7, -2
Cc1ccc(-c2cn3cccnc3n2)cc1NC(=O)CC(C)C
 : 8, ., -1
CCOCCNC(=O)CSc1nc2cc(C(=O)OCC)ccc2n1Cc1ccccn1
 : 5, 2, 5

Brought forward from above: 2 compounds; new compounds follow.
structure	NPYLR7 agonist	mcGAS inh	hcGAS lum
Cc1ccc(-c2cn3cccnc3n2)cc1NC(=O)CC(C)C	8	.	-1
CCOCCNC(=O)CSc1nc2cc(C(=O)OCC)ccc2n1Cc1ccccn1	5	2	5
Cc1ccc(NC(=O)Cn2c(O)c(N=Nc3ccccc3C(=O)O)c3ccccc32)cc1	2	-5	6
COc1ccc(NC(=O)N2CC(C)(C)SC23C(=O)N(Cc2ccccc2C)c2ccccc23)cc1 (stereo not given)	0	-6	-7
CCNCC(=O)Nc1nc2c(F)c(F)c(F)cc2s1	7	.	-13
Cc1cc(F)ccc1NC(=O)Cc1ccc(Br)cc1	-3	.	-7
COCCCN(CC(=O)N(CCc1c[nH]c2ccccc12)Cc1ccc(F)cc1)S(=O)(=O)c1ccc(Cl)cc1	1	-5	-8
CCOC(=O)Cc1csc(=Nc2ccc(OC)cc2)n1CCO	-16	-8	-7
CC(NC(=O)c1cccc(Cn2cccn2)c1)c1nc2c(s1)CCCC2 (stereo not given)	-4	-13	-6
Cc1ccc(NC(=O)Cn2c(=O)n(Cc3ccc4c(c3)OCO4)c(=O)c3oc4ccccc4c32)cc1	-7	-1	-2

structure	NPYLR7 agonist	mcGAS inh	hcGAS lum
Cc1ccc(C)c(S(=O)(=O)Nc2cc(Sc3ncn[nH]3)c(O)c3ccccc23)c1	-8	2	20
N#Cc1c(NC(=O)c2cnn3c(C(F)(F)F)cc(-c4ccco4)nc23)sc2c1CCCC2	9	-4	-6
CCOc1ccc2nc(N(Cc3ccccc3)C(=O)c3ccnn3C)sc2c1	.	-11	-9
N#Cc1ccc(OCC(=O)Nc2nc(-c3ccc(I)cc3)cs2)cc1	-2	-3	1
COc1ccc(-c2cnc(N)cn2)cc1Cl	5	-11	-3
COc1ccc(CCNC(=O)/C=C2/Sc3ccccc3N(C)C2=O)cc1	.	4	-2
FC(F)(F)c1cnc(Sc2n[nH]c(C3CC3)n2)c(Cl)c1	9	.	-17
COc1ccc(CN(Cc2ccco2)CC(O)COc2ccccc2C)cc1OC (stereo not given)	-6	-5	-6

structure	NPYLR7 agonist	mcGAS inh	hcGAS lum
CC(C)C1=NOC(c2nc(C(C)c3ccccc3)no2)C1 (stereo not given)	1	.	-3
COc1cc(Cl)ccc1-n1c(CCC(=O)NCC2CCCO2)cc2c1-c1ccccc1CC2 (stereo not given)	2	-11	-7
CCCN1CCC(N2CCC3(CC2)C(=O)N(CCCc2ccncc2)C(=O)N3CCC(C)C)CC1	7	1	2
Cc1ccccc1-c1nc(CN2CCSCC2)c(C)o1	-13	1	3
O=C(c1ccc(-c2ccccc2)c(F)c1)C1CCCN(C(=O)CCn2cnnn2)C1 (stereo not given)	2	-9	-8
CCCC1CN(Cc2ccon2)CCN1Cc1ccon1 (stereo not given)	6	.	-9
CCOC(=O)c1ccccc1N1C(=O)/C(=C\c2cccc(OCCO)c2)N(C)C1=S	2	2	6
COc1ccc(S(=O)(=O)N(Cc2cccnc2)Cc2nccn2Cc2ccc(C(F)(F)F)cc2)cc1	14	-7	-10

structure	NPYLR7 agonist	mcGAS inh	hcGAS lum
CCN(Cc1cccc(C)c1)Cc1nc2ccsc2c(=O)[nH]1	-18	.	-8
COC(=O)C1CCN(C(=O)CCc2cc3c(n2-c2ccc(C)cc2F)-c2ccccc2OC3)CC1	1	-12	-5
COc1ccc(CN2CCNC(=O)C2CC(=O)NCCC2=CCCCC2)cc1OC (stereo not given)	0	-5	-1
CCN=C1NN=C(c2ccc(OC)c(F)c2)CS1	10	-11	-16
CCOC(=O)C1(Cc2cccc(Cl)c2)CCCN(Cc2cnc[nH]2)C1 (stereo not given)	6	.	-1
C[C@H](NC(=O)OCc1ccccc1)C(=O)NCCCN(C)c1ccccc1	2	-1	0
Cc1nnc(NC(=O)CSc2nc(-c3cccc(F)c3)nc3c2c(=O)n(C)c(=O)n3C)s1	-2	-8	-5
Cc1ccc(CN2CC(C(=O)NCC3(N4CCOCC4)CCCCC3)CC2=O)cc1 (stereo not given)	6	.	-11

structure	NPYLR7 agonist	mcGAS inh	hcGAS lum
C#CCN(C)CC[C@@H]1CC[C@H](O)[C@@H](C(=O)Nc2ccccc2)O1	-3	-10	-6
COC(=O)CCC(=O)NCC1Cc2cccc(F)c2O1 (stereo not given)	18	-4	0
CN(C)CCCNC(=O)Cc1cc(-c2cc3ccccc3o2)on1	8	-7	-4
CCOc1ccc(OCCCC(=O)Nc2ccc3c(c2)OCO3)cc1	4	.	-12
Cc1cc2c(N3CC[C@H](N4CCN(C)CC4)[C@H](CCCO)C3)ncnc2s1	.	-6	-15
Cc1cc(C(=O)CSc2nnnn2Cc2cccs2)c(C)n1CC1CCCO1 (stereo not given)	7	.	-2

As entered above:
COc1ccc(N(C(C)=O)c2nc(C=C3N=C(c4ccc(F)cc4)OC3=O)cs2)cc1 – hcGAS lum: -10
Cc1ccc(NC(=O)Cn2c(=O)n(Cc3ccc4c(c3)OCO4)c(=O)c3oc4ccccc4c32)cc1 – hcGAS lum: -2

No new results follow: an excerpt of the list.
structure	NPYLR7 agonist	mcGAS inh	hcGAS lum
C#CCN(C)CC[C@@H]1CC[C@H](O)[C@@H](C(=O)Nc2ccccc2)O1	-3	-10	-6
COC(=O)CCC(=O)NCC1Cc2cccc(F)c2O1 (stereo not given)	18	-4	0
CN(C)CCCNC(=O)Cc1cc(-c2cc3ccccc3o2)on1	8	-7	-4
